TCR-CD3 inh: inhibitors of human TCR-CD3 interaction; TAMRA-labeled TCR probe fluorescence, biochemical; inhibition, % at 9.4 µM; 0.37% of 360,000 active; in the data active = inhibition above about 19%;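 also: recombinant mutant TCR 2C K166C tagged with TAMRA read by polarization; 0% = receptor in buffer alone and 100% = receptor with positive control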
SIAE primary: human SIAE inhibition, primary screen | SIAE FP-Rh probe binding, fluorescence polarization | inhibition, % at 9.66 µM | 0.69% of 370,000 active | AID 1053197;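 active = inhibition above a cutoff: mean of compounds within the control limits plus 3 SD of those, cut at about 17% in these data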;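 also: 0% = plate median of compound wells and 100% = probe without SIAE protein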
Target sequence (Q9HAT2 whole entry, looked up): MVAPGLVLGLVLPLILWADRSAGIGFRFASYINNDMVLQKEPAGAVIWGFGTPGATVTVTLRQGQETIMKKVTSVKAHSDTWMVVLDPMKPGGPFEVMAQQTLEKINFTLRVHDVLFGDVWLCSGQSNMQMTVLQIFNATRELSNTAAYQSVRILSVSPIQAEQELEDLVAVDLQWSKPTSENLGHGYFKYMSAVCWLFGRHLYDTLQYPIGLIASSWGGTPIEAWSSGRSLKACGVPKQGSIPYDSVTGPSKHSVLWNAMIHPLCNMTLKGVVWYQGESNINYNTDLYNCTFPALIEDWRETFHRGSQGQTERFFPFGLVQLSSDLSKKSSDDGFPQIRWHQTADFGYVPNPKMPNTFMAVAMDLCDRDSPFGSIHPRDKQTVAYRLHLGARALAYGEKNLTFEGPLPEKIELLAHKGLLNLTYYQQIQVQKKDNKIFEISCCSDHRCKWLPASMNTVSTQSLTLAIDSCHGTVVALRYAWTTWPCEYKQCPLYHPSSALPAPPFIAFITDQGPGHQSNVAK
PG9 binder: small molecules binding HIV-1 gp120 antibody PG9 | inhibition, % at 6.7 µM | 0.43% of 360,000 active | TR-FRET gp120-PG9 antibody binding; in the data active = inhibition above about 8.5%
TDP2 inh: TDP2 (human) inhibition, absorbance primary screen | O95551 | 0.34% of 370,000 active | recombinant TDP2, T5PNP hydrolysis, p-nitrophenol absorbance 415 nm | inhibition, % at 12.8 µM;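 active = inhibition above the mean of all tested compounds plus 3 SD, set per campaign, cut at about 25% in these data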;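 also: 0% = DMSO with enzyme and 100% = buffer with substrate but no TDP2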
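Material: recombinant human TDP2; quantity: TDP2 enzyme at 120 nM final; medium: Tris-HCl pH 7.5 with MgCl2; compound: single concentration, 12.8 µM nominal, with 1% DMSO; incubation: 2 h enzyme incubation at 37 °C; signal: epi absorbance; measure: percent inhibition; benchmarks: high control without enzyme, low control DMSO plus TDP2; repeats: singlicate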
PRMT1 inh: PRMT1 (human) inhibition, primary screen. recombinant PRMT1, activity-based probe fluorescence polarization. Q99873. 1.3% of 370,000 active. inhibition, % at 2.79 µM;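 active = inhibition above about 21% made by adding two undisclosed values, limit read from the data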
Target sequence (Q99873 whole entry, looked up): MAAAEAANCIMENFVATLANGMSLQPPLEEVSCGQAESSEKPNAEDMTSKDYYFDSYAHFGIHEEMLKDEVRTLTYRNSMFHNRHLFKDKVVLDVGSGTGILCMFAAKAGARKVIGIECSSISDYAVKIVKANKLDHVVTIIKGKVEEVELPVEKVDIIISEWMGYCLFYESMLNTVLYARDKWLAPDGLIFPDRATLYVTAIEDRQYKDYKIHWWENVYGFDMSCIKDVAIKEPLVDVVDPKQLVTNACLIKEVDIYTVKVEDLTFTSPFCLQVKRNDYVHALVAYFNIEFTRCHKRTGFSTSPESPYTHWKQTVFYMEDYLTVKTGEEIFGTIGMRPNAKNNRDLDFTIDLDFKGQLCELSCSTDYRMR
ABHD4 inh: ABHD4 (mouse) inhibition, primary FP screen | purified mABHD4, FP-Rh probe fluorescence polarization | inhibition, % at 8.92 µM | 0.54% of 370,000 active;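 active = inhibition exceeding the mean over every tested compound plus 3 SD, cut at about 30% in these data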;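 also: 0% = plate median of compound wells and 100% = S159A mutant with DMSO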
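system = mouse ABHD4 enzyme, wild type | medium = HEPES pH 7.0, NaCl, Pluronic buffer | also added = FP-Rh probe | incubation = Enzyme–compound pre-incubation 45 min, then probe 60 min, both 25 °C | technique = fluorescence polarization, excitation 525 nm, emission 598 nm, BODIPY TMR filters | controls = S159A mutant high control, sample median low control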
HTRA1 inh: HTRA1 (human) protease inhibition; Q92743; inhibition, % at 5.96 µM; recombinant HTRA1, FP-rhodamine activity-based probe, fluorescence polarization; 0.5% of 340,000 active; in the data active = inhibition above about 36%;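 also: 0% = enzyme with DMSO and 100% = wells lacking enzyme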
LEDGF integ inh: blocks HIV-1 LEDGF/p75-dependent DNA integration | inhibition, % at 3.7 µM | TR-FRET IN-LEDGF/p75 DNA integration, Eu/Cy5 | 0.64% of 370,000 active;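 active = inhibition above the screen-wide mean plus 3 SD, cut at about 13% in these data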;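 also: signal is the Cy5 over europium emission ratio at 671 and 618 nm; 0% = plate median of compound wells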
rCAG binder: binds r(CAG) RNA repeats. AID 651821. r(CAG) RNA repeat, TO-PRO-1 dye displacement fluorescence. 1.3% of 370,000 active. inhibition, % at 3 µM;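 active = inhibition above the plate cutoff, the mean of all test compounds on that plate plus 3 SD, cut at about 35% in these data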;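 also: 0% = DMSO alone and 100% = 100 µM mitoxantrone as full dye displacement; higher means more dye released from RNA so lower well fluorescence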
NR1D1 modulator: modulators of human Rev-erb alpha DNA binding. AID 1259318. activity, % at 10 µM. P20393. Rev-erbα–FITC-DNA binding, fluorescence polarization, 90 min. 0.79% of 370,000 active;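 active = activity above about 14%, limit read from the data; passing the limit was not always enough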;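 also: 0% = DMSO wells with 35 nM protein and 100% = DMSO wells with 750 nM protein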
* marks the source's active call; other numbers are inactive results; . = no result given. Not all compounds are listed (hit frequency here may not be typical).

(1) Cc1c(Cl)cnc(NC(=O)COC(=O)c2cccc(S(=O)(=O)N3CCOCC3)c2)c1Cl
(2) COc1cc(/C=N/n2c(C3CCCCC3)n[nH]c2=S)ccc1O
(3) Cc1ccc(C)c(-c2ccc(=O)n(Cc3cccc(Br)c3)n2)c1
(4) Cc1ccc(C(=O)Nc2ccc3c(c2)OCCO3)c(Cl)c1
(5) S=C(Nc1cc(Cl)cc(Cl)c1)NC1CCN(Cc2ccccc2)CC1
(6) Cc1nc(N2CCN(C(=O)c3ccco3)CC2)c2c3c(sc2n1)CCC3
(7) CCn1cc(C(=O)N[C@H](C(=O)O)C(C)C)c(=O)c2cc3c(cc21)OCO3
(8) CCOC(=O)c1n[nH]n(-c2cc(Cl)cc(Cl)c2)c1=O
Screen / compound no.,1,2,3,4,5,6,7,8
rCAG binder,5,-1,-2,3,7,-8,2,1
TDP2 inh,-1,12,-3,-17,-6,-4,-11,-1
SIAE primary,6,5,3,1,0,-6,2,-11
HTRA1 inh,0,0,-45,2,-39,0,1,3
LEDGF integ inh,-1,-2,-3,-2,-8,5,-2,-1
NR1D1 modulator,3,4,6,3,4,6,-1,-1
ABHD4 inh,7,2,-14,-3,-6,0,-3,3
TCR-CD3 inh,0,-8,2,2,5,1,-2,-2
PRMT1 inh,-2,2,-3,0,2,2,3,6
PG9 binder,0.3,0.0,0.5,-0.8,-2.8,-0.6,0.1,0.3

(9) NC(CSC1(c2ccc(F)cc2)c2ccccc2-c2ccccc21)C(=O)O (stereo unspecified)
(10) O=C(Cc1c[nH]c2ccccc12)NCc1ccc(Cl)cc1
(11) CCCN(CCC)CCOc1cc(C)ccc1C(C)C
(12) COc1ccc(NC(=O)CC2C(=O)NCCN2C(=O)Nc2ccc(C(F)(F)F)cc2)cc1 (stereo unspecified)
(13) Cn1c(=NC(=O)c2ccco2)sc2ccccc21
(14) COc1ccc(Cc2nnnn2CC(=O)O)cc1
(15) COc1ccc(OC)c(-n2c(SCC(N)=O)nnc2-c2c[nH]c3ccccc23)c1
(16) Cc1cc(C)n(-c2ccc(C(=O)Nc3cccnc3Cl)cc2)n1
Screen / compound no.,9,10,11,12,13,14,15,16
rCAG binder,16,2,-9,4,-1,4,0,0
TDP2 inh,1,-1,-7,14,6,5,-4,-7
SIAE primary,-8,4,3,5,6,1,9,0
HTRA1 inh,-36,-1,1,-8,-3,4,-1,-2
LEDGF integ inh,2,0,-3,0,0,1,-2,5
NR1D1 modulator,-1,1,-10,-1,-7,2,6,-2
ABHD4 inh,-11,-1,8,-7,-3,4,-5,-13
TCR-CD3 inh,2,3,8,0,-3,10,-8,-5
PRMT1 inh,6,1,0,-2,3,-2,0,-2
PG9 binder,-1.4,0.8,-1.4,-0.4,0.1,-0.3,-0.7,-1.9

(17) CN1CCN(c2ccc(NC(=O)CSc3nnnn3-c3ccccc3Cl)cc2)CC1
(18) Cc1ccc(NC(=O)CSCC(=O)N(C)CC(=O)Nc2cccc3ccccc23)cc1
(19) Cn1cnc([N+](=O)[O-])c1Cl
(20) Cc1ccc(S(=O)(=O)N(C)c2ccc(C(=O)Nc3ccccn3)cc2)cc1
(21) O=C(COC(=O)c1ccc(S(=O)(=O)N2CCCC2)cc1)Nc1cccc(F)c1
(22) O=C(/C=C/c1ccccc1)NNC(=O)c1ccco1
(23) O=S1(=O)CC(N2CCCC2)CN1Cc1ccc(F)cc1 (stereo unspecified)
(24) O=C(Cc1ccc(S(=O)(=O)N2CCOCC2)s1)NCC1CCCCC1
Screen / compound no.,17,18,19,20,21,22,23,24
rCAG binder,0,3,0,0,2,1,5,6
TDP2 inh,-10,16,5,-10,-4,-5,12,-10
SIAE primary,1,-1,1,-7,-4,4,-1,-3
HTRA1 inh,4,-6,.,-8,-5,-4,.,1
LEDGF integ inh,-2,2,-2,2,1,-4,-1,-3
NR1D1 modulator,1,-7,-4,0,3,6,0,-3
ABHD4 inh,3,-1,3,-2,-1,5,-3,0
TCR-CD3 inh,-3,-4,0,3,6,-2,4,-1
PRMT1 inh,-1,1,2,0,-1,-1,-5,1
PG9 binder,0.1,0.3,-0.5,0.4,-2.4,0.7,-2.1,-1.0

Reprinted from the part before: four entries; new compounds follow.
(21) O=C(COC(=O)c1ccc(S(=O)(=O)N2CCCC2)cc1)Nc1cccc(F)c1
(22) O=C(/C=C/c1ccccc1)NNC(=O)c1ccco1
(23) O=S1(=O)CC(N2CCCC2)CN1Cc1ccc(F)cc1 (stereo unspecified)
(24) O=C(Cc1ccc(S(=O)(=O)N2CCOCC2)s1)NCC1CCCCC1
(25) COc1ccc(C(=O)C(C)OC(=O)c2nc3nccc(C)n3n2)cc1 (stereo unspecified)
(26) Clc1ccccc1N1CCN(c2ncnc3nc[nH]c23)CC1
(27) Nn1c(SCC(=O)Nc2nccs2)nncc1=O
(28) Cc1ccccc1-c1cccc([C@@H]2C[C@H]3C(CN2)CON3C)c1 (stereo partly specified)
(29) COc1cc(C(F)(F)F)c(C(=O)N(C)Cc2ccc(Cl)c(Cl)c2)cn1
(30) COc1ccc(-c2cc(C(=O)NN=Cc3ccccc3[N+](=O)[O-])[nH]n2)cc1
(31) CN(C)c1ncc(S(=O)(=O)c2ccc(Cl)cc2)c(-c2ccc(Cl)cc2Cl)n1
(32) Cc1c(Cl)cccc1NC(=O)CCC(=O)N/N=C/c1ccco1
Screen / compound no.,21,22,23,24,25,26,27,28,29,30,31,32
rCAG binder,2,1,5,6,3,0,2,3,-4,12,5,-5
TDP2 inh,-4,-5,12,-10,-5,-3,-4,2,4,-2,-3,-8
SIAE primary,-4,4,-1,-3,-5,0,-1,-3,0,-3,-2,2
HTRA1 inh,-5,-4,.,1,1,-1,6,7,-11,.,5,4
LEDGF integ inh,1,-4,-1,-3,-3,-1,-5,-6,3,-2,2,-2
NR1D1 modulator,3,6,0,-3,0,-2,-8,0,6,2,6,3
ABHD4 inh,-1,5,-3,0,6,2,8,4,-2,-9,-9,8
TCR-CD3 inh,6,-2,4,-1,0,3,9,3,-4,.,10,2
PRMT1 inh,-1,-1,-5,1,-3,4,-2,1,1,6,-4,1
PG9 binder,-2.4,0.7,-2.1,-1.0,1.3,-0.8,-1.4,-1.1,0.3,.,-1.3,-1.8

(33) CCOC(=O)c1c(C)[nH]c(C)c1S(=O)(=O)NCC1CCN(Cc2ccc(C)cc2)CC1
(34) CCCc1cc(=O)[nH]c(SCC(=O)Nc2sc3c(c2C#N)CCCC3)n1
(35) Cc1ccc2c(c1)cc(C)c1nnc(SCC(=O)NCc3ccco3)n12
(36) Cc1cccc(NC(=O)CCC(=O)N/N=C/c2ccco2)c1
(37) CC(C)SCCCCOc1ccc2ccccc2c1
(38) COc1ccc(NS(=O)(=O)c2cccc(C(=O)NNC(=O)c3ccc(C)o3)c2)cc1
(39) O=c1oc(-c2ccco2)nc2sc3c(c12)CCCCC3
(40) O=C(NCC1CCCO1)c1ccc(NC(=O)c2cccc([N+](=O)[O-])c2)cc1 (stereo unspecified)
Screen / compound no.,33,34,35,36,37,38,39,40
rCAG binder,-5,41*,6,-1,-2,2,0,-6
TDP2 inh,-1,7,-17,-5,5,-1,-6,-4
SIAE primary,8,-4,-7,-2,-1,1,-3,-2
HTRA1 inh,-1,-28,0,0,2,1,-6,1
LEDGF integ inh,2,3,6,0,1,-3,-3,0
NR1D1 modulator,-1,2,-3,2,-2,-2,1,-2
ABHD4 inh,-4,-5,-3,-4,4,2,0,3
TCR-CD3 inh,-7,4,6,4,4,3,-11,-11
PRMT1 inh,3,-4,18,1,0,-1,3,-3
PG9 binder,0.7,-3.5,-2.0,-2.6,1.0,-1.8,1.5,-1.2

(41) CCN(CC)CC(O)COC(c1ccccc1)c1ccccc1 (stereo unspecified)
(42) CS(=O)(=O)N(CC(=O)N1CCCC1)Cc1ccccc1
(43) COCCNC(=O)C(c1ccc(F)cc1)N(CC1CCCO1)C(=O)CCC(=O)Nc1ccccn1 (stereo unspecified)
(44) CC(NC(=S)NC1CCCCC1)c1ccccc1 (stereo unspecified)
(45) COc1ccc(CC(=O)Nc2ccc(-c3nc4cc(C)ccc4o3)c(O)c2)cc1OC
(46) CCc1nnc(NC(=O)CSc2nnc(CNc3ccc(OC)cc3)n2C)s1
(47) O=C(NNC(=O)c1ccc(O)cc1O)c1ccc(Cl)cc1
(48) CC1(C)CC(NC(=O)C23CCC(C)(C(=O)C2=O)C3(C)C)CC(C)(C)N1 (stereo unspecified)
Screen / compound no.,41,42,43,44,45,46,47,48
rCAG binder,-6,0,-10,0,3,-1,2,-2
TDP2 inh,-2,9,0,-9,-15,-6,2,-4
SIAE primary,0,0,3,3,-17,2,2,5
HTRA1 inh,-3,9,-1,2,-10,-3,8,-5
LEDGF integ inh,0,-3,-4,-1,1,-2,-3,-1
NR1D1 modulator,1,-6,2,-2,-27,0,1,0
ABHD4 inh,-1,-2,-1,-5,-3,0,2,-9
TCR-CD3 inh,-6,4,1,5,9,6,14,-10
PRMT1 inh,5,2,0,0,-3,2,1,3
PG9 binder,0.1,1.3,-1.1,-2.6,2.0,-3.3,-3.4,-1.6

(49) CC(=O)NS(=O)(=O)c1cccnc1Nc1cccc(Cl)c1
(50) O=C(COc1ccccc1)N1CCCCCCC1
(51) Cn1nc(C(F)(F)F)c(-c2ccc(F)cc2)c1NC(=O)c1cccnc1
(52) O=C(COC(=O)CNC(=O)c1ccc(Cl)cc1Cl)NNC(=O)c1ccccc1
(53) Cc1sc2ncnc(N3CCN(CCOc4ccc(Cl)cc4)CC3)c2c1C
(54) CCOC(=O)CN(C(=O)CNC(=O)c1cccs1)C(C(=O)NC1CCCC1)c1ccncc1 (stereo unspecified)
(55) O=C(CS(=O)(=O)Cc1ccccc1)N1CCc2ccccc2C1
(56) NNC(=O)c1ncoc1-c1ccc(Cl)cc1
(57) COc1ccc(NC(=O)O[C@@H](C)[C@@H]2CN3CCc4c([nH]c5ccc(-c6ccc(OC)cc6)cc45)[C@@H]3C[C@@H]2N(C)C(=O)Nc2ccc(OC)cc2)cc1
Screen / compound no.,49,50,51,52,53,54,55,56,57
rCAG binder,1,0,-2,5,-2,-3,-2,0,17
TDP2 inh,4,0,-5,-4,3,5,4,20,0
SIAE primary,-5,-5,7,-5,7,-6,0,6,5
HTRA1 inh,2,7,.,-5,-23,4,11,-2,-17
LEDGF integ inh,2,-2,-5,-8,2,-3,2,1,-4
NR1D1 modulator,6,-3,5,-1,2,-2,1,1,3
ABHD4 inh,1,5,-3,6,2,-3,9,1,8
TCR-CD3 inh,1,3,-2,-4,7,-4,3,6,-3
PRMT1 inh,0,6,2,3,-1,2,4,-1,-3
PG9 binder,-1.5,-3.1,0.2,-0.2,-1.7,0.9,0.3,-2.2,-0.8

Results in sequence from the entries so far.
PRMT1 inh, compounds 24 to 32 → 1, -3, 4, -2, 1, 1, 6, -4, 1
TCR-CD3 inh, compounds 24 to 32 → -1, 0, 3, 9, 3, -4, ., 10, 2

Assay outcomes from PubChem.
